# RNase H inhibition: RNase H inhibition, HIV 1 Gag Pol polyprotein, FRET biochemical assay, screening (AID 372); 0.77% of 100,000 active; HIV-1 RT RNase H, FRET RNA/DNA substrate fluorescence; higher % means a stronger effect; inhibition, % at 10 µM, or IC50 in µM where a hit was titrated; in the data active = inhibition above about 50%
# * marks the source's active call; other numbers are inactive results. Not all compounds are listed; count on the stated rates, not on these rows.
SMILES,RNase H inhibition
O=C(NCCOc1ccccc1)C(O)(c1ccc(F)cc1)c1ccc(F)cc1,0.0%
COc1cc2c(cc1OC)C1=NNC(=O)C1=NC(C)(C)C2,5.0%
CCCCOC(=O)c1ccc(NC(=O)C2CC(C)=C(C)CC2C(=O)O)cc1 (stereo not drawn),4.0%
CCN(C(=O)c1ccc(NC(C)=O)cc1)c1ccccc1C,4.0%
O=S(=O)(Nc1ccccc1)c1ccc(C2CCCCC2)cc1,19.0%
COc1ccc(-n2c(C)cc(/C=C(\C#N)C(=O)NCC3CCCO3)c2C)cc1 (stereo not drawn),0.0%
O=C(CCCN1C(=O)/C(=C/c2ccccc2Cl)SC1=S)Nc1ccc(F)cc1,12.0%
Ic1ccc(-c2csc(Nc3ccc4c(c3)OCO4)n2)cc1,20.0%
COc1ccc(-c2c(C)nn3c(-c4cccs4)cc(C(F)(F)F)nc23)cc1,14.0%
Cc1ccc(-n2c(SCC(=O)c3cccc([N+](=O)[O-])c3)nnc2-c2ccccc2)cc1,17.0%
O=C(Nc1nc(-c2ccccc2)cs1)c1cc([N+](=O)[O-])ccc1Br,20.0%
O=C1CC(CC(=O)N/N=C/c2ccccc2[N+](=O)[O-])=NN1,8.0%
COc1ccc(-c2nc(-c3ccc(NC(C)=O)cc3)[nH]c2-c2ccc(OC)cc2)cc1,5.0%
Cc1c(NC(=S)NC(=O)c2cccc(F)c2)cccc1-c1nc2cc(Cl)ccc2o1,35.0%
O=C(Cc1ccc(Br)cc1)NCc1cccnc1,12.0%
Cc1ccc(C(=O)Nc2ccc(Cl)c(Cl)c2)c(Cl)c1,5.0%
CC1(C)C(C=C(Cl)Cl)C1C(=O)Nc1cccc(C(=O)O)c1 (stereo not drawn),8.0%
c1ccc(Nc2nc(-c3ccncc3)cs2)cc1,11.0%
O=C(/C=C/c1ccccc1Cl)Nc1cccc(F)c1,7.0%
Cc1nc2sccn2c1C(=O)N/N=C/c1cccc2ccccc12,13.0%
N#CC1=C(SCC(=O)Nc2ccc(Br)cc2)NC(=O)CC1c1cccc2ccccc12 (stereo not drawn),17.0%
CC(C)c1ccc(/C=C/C(=O)Nc2ccccn2)cc1,8.0%
CCCn1c(/N=C/c2ccccc2O)nc2ccccc21,14.0%
COc1ccccc1N1CCN(C(=O)CN(c2cc(Cl)ccc2OC)S(C)(=O)=O)CC1,1.0%
Cc1ccccc1N1OC2C(=O)N(c3ccccc3)C(=O)C2C1c1cccs1 (stereo not drawn),3.0%
Cc1c(C)c2ccc(OCc3ccc(Cl)cc3)c(C)c2oc1=O,0.0%
COc1cccc(NC(=O)c2ccccc2NC(=O)c2ccco2)c1,4.0%
CCOC(=O)C1=C(C)N=c2s/c(=C\c3ccc(-c4ccc(Cl)cc4Cl)o3)c(=O)n2C1c1ccc(C)cc1 (stereo not drawn),5.0%
Cc1cccn2c(=O)c(/C=C3\SC(=S)N(Cc4ccccc4)C3=O)c(NCCCn3ccnc3)nc12,0.0%
COC(=O)C1=C(C)NC2=C(C(=O)c3ccccc32)C1c1ccc(OCc2cccc(F)c2)c(Br)c1 (stereo not drawn),24.0%
Cc1cccc(OCC(=O)NCCCN(C)C)c1,0.0%
O=C1NC(=S)N(c2ccc(Cl)cc2)C(=O)/C1=C/c1cc(I)c(O)c([N+](=O)[O-])c1,12.0%
Cc1c(NC(=O)/C=C/c2ccccc2)c(=O)n(-c2ccccc2)n1C,0.0%
CC1=C(C(=O)Nc2ccc(F)cc2)C(c2ccsc2)C2=C(CC(C)(C)CC2=O)N1 (stereo not drawn),8.0%
COc1ccccc1OCC(=O)Nc1ccc(-c2nc3ccccc3[nH]2)cc1,5.0%
O=C1C2ON(c3ccc(Cl)cc3)C(c3ccco3)C2C(=O)N1c1ccccc1 (stereo not drawn),9.0%
CCOc1ccc(N(CC(=O)NC2CCCCC2)S(C)(=O)=O)cc1,5.0%
CCOc1ccccc1NC(=O)c1c(NC(=O)c2ccccc2C)sc2c1CCCCC2,13.0%
CC1SC2(C(=O)Nc3ccccc32)N(c2ccccc2)C1=O (stereo not drawn),6.0%
CC(C)c1ccc(C2C(C#N)=C(N)OC3=C2C(=O)CC(C)(C)C3)cc1 (stereo not drawn),5.0%

# 15 successive entries from above, for reference:
SMILES,RNase H inhibition
N#CC1=C(SCC(=O)Nc2ccc(Br)cc2)NC(=O)CC1c1cccc2ccccc12 (stereo not drawn),17.0%
CC(C)c1ccc(/C=C/C(=O)Nc2ccccn2)cc1,8.0%
CCCn1c(/N=C/c2ccccc2O)nc2ccccc21,14.0%
COc1ccccc1N1CCN(C(=O)CN(c2cc(Cl)ccc2OC)S(C)(=O)=O)CC1,1.0%
Cc1ccccc1N1OC2C(=O)N(c3ccccc3)C(=O)C2C1c1cccs1 (stereo not drawn),3.0%
Cc1c(C)c2ccc(OCc3ccc(Cl)cc3)c(C)c2oc1=O,0.0%
COc1cccc(NC(=O)c2ccccc2NC(=O)c2ccco2)c1,4.0%
CCOC(=O)C1=C(C)N=c2s/c(=C\c3ccc(-c4ccc(Cl)cc4Cl)o3)c(=O)n2C1c1ccc(C)cc1 (stereo not drawn),5.0%
Cc1cccn2c(=O)c(/C=C3\SC(=S)N(Cc4ccccc4)C3=O)c(NCCCn3ccnc3)nc12,0.0%
COC(=O)C1=C(C)NC2=C(C(=O)c3ccccc32)C1c1ccc(OCc2cccc(F)c2)c(Br)c1 (stereo not drawn),24.0%
Cc1cccc(OCC(=O)NCCCN(C)C)c1,0.0%
O=C1NC(=S)N(c2ccc(Cl)cc2)C(=O)/C1=C/c1cc(I)c(O)c([N+](=O)[O-])c1,12.0%
Cc1c(NC(=O)/C=C/c2ccccc2)c(=O)n(-c2ccccc2)n1C,0.0%
CC1=C(C(=O)Nc2ccc(F)cc2)C(c2ccsc2)C2=C(CC(C)(C)CC2=O)N1 (stereo not drawn),8.0%
COc1ccccc1OCC(=O)Nc1ccc(-c2nc3ccccc3[nH]2)cc1,5.0%

# (continued)
SMILES,RNase H inhibition
CCOC(=O)c1ccccc1NC(=O)c1c(-c2c(Cl)cccc2Cl)noc1C,26.0%
O=C(Nc1ccc(Cl)c(Cl)c1)c1ccc(C(=O)Nc2ccc(Cl)c(Cl)c2)cc1,0.0%
O=C(CN(c1cccc([N+](=O)[O-])c1)S(=O)(=O)c1ccccc1)Nc1ccc2ccccc2c1,8.0%
Brc1ccc2nc(Nc3cccc4ccccc34)nc(-c3ccccc3)c2c1,22.0%
Cc1ccc(OCC(=O)NC(=S)Nc2c(C)cccc2C)cc1,9.0%
CCc1ccccc1N(CC(=O)N1CCC(Cc2ccccc2)CC1)S(C)(=O)=O,6.0%
Cc1ccc(OCC(=O)Nc2cccc(I)c2)cc1,11.0%
C/C(=N\NC(=O)c1cccnc1)c1ccc2ccccc2c1,4.0%
CC(C)(C)c1cc(C(=O)N/N=C\c2ccncc2)n[nH]1,3.0%
Cc1ccc(NC(=O)COc2ccc(Cl)cc2Cl)c([N+](=O)[O-])c1,5.0%
CCOc1cc(/C=C2\SC(=S)N(NC(=O)c3ccccc3O)C2=O)ccc1O,30.0%
O=[N+]([O-])c1cccc(CN2CCN(c3ccccn3)CC2)c1,5.0%
O=C(NC(NC(=S)Nc1cccc(Br)c1)C(Cl)(Cl)Cl)c1ccccc1F (stereo not drawn),4.0%
COCCOC(=O)C1=C(C)NC(C)=C(C(=O)OCCOC)C1c1cn(-c2ccccc2)nc1-c1cccc([N+](=O)[O-])c1,0.0%
CC(C)N(Cc1ccccc1)C(=O)/C=C/c1ccccc1,6.0%
Cc1ccc(C(=O)NC2CCCCCC2)c(Cl)c1,15.0%
N#C/C(=C/c1cccnc1)c1nc(-c2ccc(Cl)cc2)cs1,8.0%
Nc1ccc(/C=C2/SC(=S)NC2=O)cc1,4.0%
O=C(N/N=C/c1ccccc1O)/C(=C\c1cccs1)NC(=O)c1ccccc1,16.0%
O=C1CC(NCCc2ccccc2)C(=O)N1c1ccc(Cl)c(Cl)c1 (stereo not drawn),12.0%
CCOC(=O)C1=C(C)N=c2s/c(=C\c3ccc(OCc4cccc5ccccc45)c(OCC)c3)c(=O)n2C1c1ccc(OC)cc1 (stereo not drawn),3.0%
C=CCc1ccc(OCCOc2ccccc2/C=C2\SC(=S)N(C)C2=O)c(OC)c1,19.0%
COCCCNC(=O)c1ccc(I)cc1,26.0%
CCCCCCCc1c(C#N)c(N)[nH]c(=S)c1C#N,2.0%
O=C1C=C(NCCc2ccccc2)CC1,0.0%
CN(C)CCCNC(=O)N1CCOCC1,0.0%
CC(=O)OC(C)(C)C#CCN1CCCC1,9.0%
CCCCC(=O)Nc1ccc(OC)c(OC)c1,8.0%
COc1cc(/C=N/N2C(=O)c3ccccc3C2=O)ccc1OCc1ccc(F)cc1,2.0%
Cc1ccc2oc(-c3ccccc3N)nc2c1,13.0%
O=C(Nc1ccc(S(=O)(=O)N2CCCC2)cc1)c1ccc(Cl)cc1Cl,10.0%
O=[N+]([O-])c1ccc(N=Cc2ccc(S(=O)(=O)c3ccc(C=Nc4ccc([N+](=O)[O-])cc4)cc3)cc2)cc1,0.0%
Cc1ccc(C(=O)c2sc3nc(C)cc(C)c3c2N)c(C)c1,18.0%
COc1ccccc1-c1coc2cc(OC(C)C(=O)OC3CCCCC3)ccc2c1=O (stereo not drawn),17.0%
CC(C)Oc1ccc(NC(=O)CSc2nc3ccccc3s2)cc1,17.0%
Cc1ccc(Cl)cc1NC(=O)c1ccccc1C(F)(F)F,1.0%
O=C(NCCNc1ccc([N+](=O)[O-])cc1)c1cccc(Br)c1,1.0%
c1cncc(-c2cc(-c3cccnc3)c3c(ccc4ccccc43)n2)c1,37.0%
Clc1ccccc1CN1CCN(N=Cc2ccccc2)CC1,11.0%
Cc1ccc(-c2csc(-c3cc4cc([N+](=O)[O-])cc(Br)c4oc3=O)n2)cc1,8.0%
Cc1cc(NC(=O)c2ccc(I)cc2)ccc1NC(=O)c1ccccc1,50.0%*
CC1(C)Oc2ccc3ccc(=O)oc3c2/C(=C/c2ccc([N+](=O)[O-])cc2)C1=O,0.0%
Cc1ccc(O)c(NC(=S)NC(=O)c2ccc(C(C)(C)C)cc2)c1,11.0%
O=C(CSCC(=O)Nc1ccccc1[N+](=O)[O-])Nc1ccccc1,0.0%
O=C(/C=C/c1ccc(Cl)cc1)Nc1ccc(Cl)cc1,3.0%
Cc1ccc(C)c(OCC(=O)N/N=C\c2cc(Br)cs2)c1,3.0%
C=CCc1ccc(OCCOCCOc2cccc(Cl)c2Cl)c(OC)c1,22.0%
CCOC(=O)NC(NC(=S)Nc1ccc(OCC)cc1)C(Cl)(Cl)Cl (stereo not drawn),13.0%
Cc1cccc2c(=O)oc(-c3ccccc3Cl)nc12,10.0%
COc1ccc(S(=O)(=O)N2CCN(Cc3cccc(OC)c3OC)CC2)cc1,7.0%
O=[N+]([O-])c1ccc2c(c1)c(-c1ccccc1)c(CO)n2Cc1ccccc1,6.0%
COc1ccc(OC)c(NC(=S)NC(NC(=O)c2ccccc2Cl)C(Cl)(Cl)Cl)c1 (stereo not drawn),3.0%
CCOC(=O)C(CCCOc1ccccc1F)C(=O)OCC,0.0%
C=CCC1(C#N)C(SC)=NC2=C(C(=O)CC(C)(C)C2)C1c1ccccc1 (stereo not drawn),8.0%
COc1ccc(NC(=O)CCCN(C)S(=O)(=O)c2ccc(Cl)cc2)cc1,6.0%
COc1ccc(/C=N\Nc2nnc3c(n2)[nH]c2c(C)cccc23)c(OC)c1,4.0%
c1ccc2sc(SCSc3nc4ccccc4s3)nc2c1,0.0%
CCOC(=O)COc1cc(C)c2c(=O)c(-c3nc(C)cs3)coc2c1,7.0%
COc1ccc(NC(=O)CN(c2c(C)n(C)n(-c3ccccc3)c2=O)S(=O)(=O)c2ccccc2)cc1,4.0%
COCc1cc(=O)n2[nH]c(-c3ccc(Br)cc3)cc2n1,18.0%

# Continued:
SMILES,RNase H inhibition
CC1=C(C(=O)OC2CCCC2)C(c2coc3ccc(C)cc3c2=O)C2=C(CC(C)(C)CC2=O)N1 (stereo not drawn),1.0%
COc1cc(C(=O)N2CCN(Cc3ccc(Br)cc3)CC2)cc(OC)c1OC,0.0%
COc1ccc(OC)c(C(=O)c2coc3ccc(O)c(CN(C)C)c23)c1,9.0%
COC(=O)c1ccc(/C=C2\C(=O)NC(=O)N(c3cc(C)cc(C)c3)C2=O)cc1,0.0%
O=C(N/N=C/c1ccc(O)c([N+](=O)[O-])c1)c1ccccn1,0.0%
CCOC(=O)c1ccc(NC(=O)/C=C/c2ccc(OC(=O)c3ccccc3OC(C)=O)cc2)cc1,0.0%
Fc1ccccc1NC(=S)NC1CCCC1,19.0%
COC(=O)C1=C(C)N=C2SCCC(=O)N2C1c1ccc(OC)cc1 (stereo not drawn),2.0%
CC(Oc1ccc(Br)cc1)C(=O)N/N=C/c1ccc2ccccc2c1 (stereo not drawn),0.0%
O=C(O)c1cc(NC(=O)c2ccc(I)cc2)cc(C(=O)O)c1,1.0%
CC(C)C(=O)N1CCN(c2ccc(F)cc2)CC1,2.0%
COC(=O)C1=NNC2C(=O)N(Cc3ccccc3)C(=O)C12 (stereo not drawn),12.0%
CCCCOc1ccc(C(=O)Nc2ccc(C(=O)OCCC)cc2)cc1,17.0%
CC(C)(C)c1ccc(Oc2ccc(N3C(=O)C4CC=CCC4C3=O)cc2)cc1 (stereo not drawn),9.0%
Cc1cc2c(c(=O)o1)C(c1cc(Br)cs1)C(C#N)=C(N)O2 (stereo not drawn),10.0%
COc1ccccc1CNC(=O)c1cccc(F)c1,2.0%
CCOc1ccc2nc(NC(=O)c3ccccc3S(=O)(=O)O)sc2c1,10.0%
CCOc1ccccc1NC(=O)CN(c1ccc(Cl)c(C(F)(F)F)c1)S(=O)(=O)c1ccccc1,7.0%
Clc1ccc(N2CCN(/N=C/c3ccc(Cl)cc3Cl)CC2)cc1,8.0%
O=C(O)CCCN1C(=O)C(=O)/C(=C(/O)c2ccccc2)C1c1cccc([N+](=O)[O-])c1 (stereo not drawn),24.0%
COc1cc(NC(=O)CCCOc2ccc(Cl)cc2Cl)c(OC)cc1Cl,11.0%
O=S(=O)(/N=C/c1ccc(Br)cc1)c1ccccc1,7.0%
O=C(COc1ccc(-c2ccccc2)cc1)NCc1ccco1,3.0%
Cc1cccc(C)c1NC(=O)C(C)Sc1ccccc1 (stereo not drawn),10.0%
COc1cccc(C2Nc3ccccc3NC3=C2C(=O)CC(c2ccccc2Cl)C3)c1OC (stereo not drawn),19.0%
Fc1cccc(-c2nnc(SC(c3ccccc3)c3ccccc3)n2-c2ccccc2)c1,13.0%
Cc1ccc(-c2nc3ccccc3c(C(=O)Nc3ccc(F)cc3)c2C)cc1,18.0%
CCCNS(=O)(=O)c1ccc([N+](=O)[O-])cc1,11.0%

# From PubChem
